Insulin prom inh: TRM-6 insulin promoter activity inhibition; TRM-6 cells (human fetal islet line), insulin promoter-eGFP reporter, imaging; reporter expression induced with tamoxifen; AID 1273; hit rate 0.9% among 130,000; inhibition, % at 2 µM;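 active = inhibition above the mean plus 3 SD, with well images judged a real hit on visual review, cut at about 60% in these data, passing the limit was not always enough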
sdo1 growth: compounds rescuing growth of sdo1-depleted yeast, bone marrow failure model; S. cerevisiae sdo1-depleted JHY4D growth rescue, OD600 30 h; stronger effect = higher value; pdr5 snq2 efflux-pump mutant strain; z-score at 10 µM; hit rate 0.21% among 140,000;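 active = z-score above 3 at both the 24 hr and the 30 hr optical density reads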;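 note: z-score against mean and SD of all compound wells on the same plate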
sdo1 growth Rescue 24 h: further read-out of sdo1 growth, marked with its call; z-score; S. cerevisiae sdo1-depleted JHY4D growth rescue, OD600; measured here: growth rescue at 24 h;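 0 is the plate mean of compound wells and units are plate SD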
The depositor's hits bear a star; x = not tested or not shown. An unsorted share of the library; any-hit rate near 0.99%.

SMILES | Insulin prom inh | sdo1 growth | sdo1 growth Rescue 24 h
CCN(CC)S(=O)(=O)c1ccc(OC)c(NC(=S)Nc2cc(C)ccc2C)c1 | 6.7 | -0.35 | -1.06
Cc1ccc(Oc2ncccc2C(=O)NC2CCSC2=O)cc1 (stereo not drawn) | 23.1 | x | x
O=C(Nc1nnc(-c2ccco2)o1)C1CC1 | -16.7 | x | x
Cc1cc(C)c(N=Cc2c(O)n(-c3nccs3)c(=O)c3ccccc23)c(C)c1 | x | -1.29 | -0.71
Cc1ccc(S(=O)(=O)NCc2ccco2)c(C)c1C | 25.0 | -0.65 | -0.88
Brc1cccc(CNCc2cccs2)c1 | 8.3 | 0.94 | 1.56
Nc1nc(F)cc(NCc2ccccc2)n1 | -114.3 | x | x
O=C(O)c1ccccc1SCC(=O)N1CCCCC1 | -20.0 | 1.25 | 1.24
COc1ccc(-n2c(Cc3cccn3C)nnc2SCC(=O)N2CCCc3ccccc32)cc1 | 40.0 | -0.2 | -0.45
N#C/C(=C/c1ccc(N2CCCCCC2)o1)c1ccc(F)cc1 | -44.7 | -1.3 | -2.93
Cc1nn(-c2cccc3cccnc23)c(=O)c2ccccc12 | -28.1 | -0.18 | -0.92
Cc1cccc(-n2c(Cc3ccccc3)nnc2SCC(=O)N2CCOCC2)c1 | x | 0.57 | 0.6
COc1cccc(OCCSc2nc(C)c(Cc3ccccc3)c(=O)[nH]2)c1 | 46.7 | x | x
COc1ccc2o/c(=N\O)c(C(=O)Nc3ccccc3OC)cc2c1 | 0.0 | -1.34 | -1.14
COCCN1C=C(C(=O)OC)C(c2ccccc2Cl)C(C(=O)OC)=C1 | -66.7 | x | x
Cc1cc(O)c(-c2ccno2)cc1Cl | -56.2 | 0.02 | 0.01
Cc1ccc(NC(=O)C2CC(=O)N/C(=N/N=C/c3ccco3)S2)cc1 (stereo not drawn) | x | 0.02 | 1.22
Cn1c(SCC(=O)C(C)(C)C)nnc1-c1ccccn1 | -24.3 | 0.14 | -0.46
CC(C)CN(CC(C)C)c1nnc(NC(=O)Cn2c(=O)oc3ccccc32)s1 | x | -0.36 | -0.13
O=S(=O)(Cc1cc(Cl)nc(-c2ccccc2)n1)c1ccccc1 | x | -1.29 | -1.64
O=C(NCc1cccnc1)C1COc2ccccc2O1 (stereo not drawn) | 14.3 | -0.51 | -0.87
O=C(CCl)Nc1cccc(Oc2ccccc2)c1 | 66.7 | x | x
NC(=O)c1ccc(NC(=O)CSC2=Nc3ccccc3C3CC=NN23)cc1 (stereo not drawn) | 46.7 | 0.4 | 0.16
c1ccc2c(c1)N1CCCN=C1N2CCN1CCCCC1 | -77.8 | x | x
Cc1cccc(-c2nc(=S)c3c(o2)CCCC3)c1 | -221.4 | -0.7 | -0.91
Cc1scc(C(=O)N/N=C/c2ccc(OC(C)C)cc2)c1C | -31.0 | 1.06 | 1.58
O=C(CCS(=O)(=O)c1cccc2nsnc12)NC1CCCCCC1 | -21.1 | 1.75 | 1.21
Cc1c(Cl)cccc1NC(=O)Cc1ccc([N+](=O)[O-])cc1 | -33.3 | x | x
CCc1cccc2c(C(=O)CSc3nnc(-c4ccoc4C)n3C)c[nH]c12 | -26.3 | -0.02 | -0.46
CCN(CC)C(=O)N1CCn2c(nc3ccccc32)C1 | -153.8 | 0.61 | 0.11
CCCNC(=O)NCCc1ccncc1 | -13.3 | -0.38 | -0.73
COc1cccc(C2CC(c3cccs3)=NN2S(C)(=O)=O)c1 (stereo not drawn) | -57.1 | x | x
COC(=O)c1ccc(/C=C/C(=O)c2ccc(OC)c(OC)c2)cc1 | 0.0 | -0.73 | 0.08
Cc1cccc2nc(CSc3nc4[nH]ncc4c(=O)n3-c3cccc(Cl)c3)cc(=O)n12 | -16.7 | 1.12 | -0.44
CC(=O)Nc1ccc(S(=O)(=O)NCCSc2ccccn2)cc1 | 7.1 | 0.57 | 1.35
COc1ccc(CCNC(=O)c2nonc2N)cc1OC | x | 0.65 | 0.09
O=C(Oc1ccc2c(c1)OCO2)c1ccc(F)cc1Cl | x | -0.81 | -0.4
CCCCOc1ccccc1NC(=O)c1ccco1 | -95.5 | -0.86 | -0.75
CC(C)C(C)(C#N)NC(=O)CSc1nc2scc(-c3ccco3)c2c(=O)n1-c1ccccc1 (stereo not drawn) | x | -0.5 | -0.22
Cc1nc(C(=O)O)nn1-c1ccc([N+](=O)[O-])cc1 | -17.6 | x | x
CCSC1=C(C#N)C2(CCCCC2)C(C#N)C(=O)N1 (stereo not drawn) | x | -0.25 | -0.05
CCCn1cnc2sc(C(N)=O)c(C)c2c1=O | 8.1 | -0.02 | -0.82
CCc1c(C)c(C#N)c2nc3ccccc3n2c1-n1nc(C)cc1C | -55.6 | -0.04 | 0.21
Cc1nc2ccccn2c1C(=O)N/N=C/c1ccc([N+](=O)[O-])o1 | -76.9 | x | x
CC(C)NS(=O)(=O)c1ccc(OCC(=O)NCc2ccccc2)cc1 | 14.3 | 0.4 | -0.61
Cc1cc(C)n(-c2cc(N3CCN(S(=O)(=O)c4ccc(Br)cc4)CC3)ccc2[N+](=O)[O-])n1 | -23.1 | -0.7 | -0.52
Cc1ccccc1CC1(CO)CCCN(Cc2c(C)nn(C)c2Cl)C1 (stereo not drawn) | -23.8 | x | x
COc1ccc(N2CCN(C(=O)CSc3nnc(-c4ccc5[nH]c(C)c(C)c5c4)o3)CC2)cc1 | 7.1 | -0.88 | -0.02
CC1=CC(C)(C)N=C(Nc2ccc(C)cc2)S1 | 19.2 | 0.72 | 0.97
S=C(Nc1ccc(Cl)cc1Cl)N1CCOCC1 | -41.7 | 2.03 | 2.18
COc1cccc(C2=NOC(C(=O)Nc3ccccc3SC)C2)c1 (stereo not drawn) | -285.7 | -0.67 | -0.82
COC(=O)c1ccc(CNC(=O)CNc2cc(C(F)(F)F)ccc2N2CCOCC2)cc1 | x | 0.22 | 0.1
CC(=O)NNC(=S)NC(=O)c1ccc(C)cc1 | 28.6 | x | x
CCCNC(=O)COC(=O)c1ccccc1OCC(=O)Nc1ccc(Br)cc1 | 6.7 | 0.68 | 1.81
CCc1nnc(NS(=O)(=O)c2ccc(NC(=O)c3cc4ccccc4oc3=O)cc2)s1 | x | -1.2 | -0.64
CC(=O)C1=C(O)C(=O)N(CCO)C1c1ccccc1 (stereo not drawn) | -8.3 | x | x
O=S(=O)(c1ccccc1)N1CCn2c(nc3ccccc32)C1 | x | 0.35 | 0.61
CCn1nccc1C(=O)Nc1nc2ccccc2n1CCN1CCCCC1 | -66.7 | 0.23 | 0.06
CC(=O)c1cccc(NC(=O)C2CCN(S(C)(=O)=O)CC2)c1 | 11.4 | -0.69 | -1.06
Cn1cc(CN2CCc3c([nH]c4ccccc34)C2C2CCCCC2)cn1 (stereo not drawn) | -61.5 | x | x

Two compounds from above, showing only sdo1 growth Rescue 24 h:
Compound	sdo1 growth Rescue 24 h
COc1cccc(C2=NOC(C(=O)Nc3ccccc3SC)C2)c1 (stereo not drawn)	-0.82
COC(=O)c1ccc(CNC(=O)CNc2cc(C(F)(F)F)ccc2N2CCOCC2)cc1	0.1

Additional entries
SMILES | Insulin prom inh | sdo1 growth | sdo1 growth Rescue 24 h
COc1cccc(CN2C(=O)c3cccc(N)c3C2=O)c1 | 30.2 | -0.98 | -1.69
Cc1ccc2[nH]c(=O)c(CN(CCCN(C)C)C(=O)Nc3ccc(Cl)cc3)cc2c1 | -14.3 | 0.32 | -0.11
COc1ccc(C2C3=C(CCCC3=O)Nc3c(-c4ccccc4)c(C)nn32)cc1 (stereo not drawn) | -37.8 | 0.45 | 0.05
Nc1nc(-c2ccccc2)cc(C(F)(F)F)n1 | -118.8 | 1.1 | 1.53
Cc1cccc(NS(=O)(=O)c2ccc(Br)s2)n1 | 50.0 | 1.38 | 1.31
O=C(COC(=O)Cn1[nH]c(=O)c2ccccc2c1=O)Nc1ccc2c(c1)OCO2 | 15.2 | 0.95 | 0.7
CCOC(=O)C1C(=O)Nc2nc3ccccc3n2C1C(C)C (stereo not drawn) | -42.9 | 0.13 | -0.05
CCOC(=O)c1cnn(-c2ccccc2)c1-n1cccc1C(=O)C(=O)N(CC)CC | 5.0 | x | x
O=C(Nc1nc2ccc(S(=O)(=O)N3CCCC3)cc2s1)c1cccs1 | 20.0 | -0.45 | 0
CN1CCN(CCCNC(=O)c2ccc(/C=C3\Sc4ccccc4N(Cc4ccccc4F)C3=O)cc2)CC1 | -15.4 | x | x
O=c1c2c3c(sc2ncn1-n1cccc1)CCCCC3 | 56.2 | -0.7 | -0.71
CC(C)C(NC(=S)NCc1ccccc1)C(=O)O (stereo not drawn) | 33.3 | 0.13 | -0.24
CN1CCCC(OC(=O)COc2ccc(Br)cc2)C1 (stereo not drawn) | -80.0 | 0.63 | 0.66
O=C(N/N=C/C1CC=CCC1)c1ccccc1O (stereo not drawn) | -5.7 | 1.56 | 1.98
O=C(O/N=C/c1ccc2c(c1)OCO2)c1ccccc1Cl | 2.0 | -0.51 | 0.08
O=C(Cc1n[nH]c(=O)[nH]c1=O)N/N=C/c1ccccc1O | 11.6 | 0.47 | -0.32
CSc1ccc(Cl)c(C(=O)OCC(=O)NCC(C)C)c1 | 51.4 | -0.86 | -0.88
O=C(CSc1nncn1-c1ccccc1)Nc1cc(Cl)cc(Cl)c1 | -5.7 | -1.52 | -0.71
O=C(Nn1cnnc1)c1cc(-c2ccccn2)nc2ccccc12 | 0.0 | 0.54 | 0.34
Cc1nc(CC(=O)c2c(C)cc(O)cc2O)cs1 | x | 0.06 | -0.84
CCCOc1ccc(C2C(=O)N(C3CCCCC3)CC(=O)N2CCCOCC)cc1OC (stereo not drawn) | x | -0.45 | -1.03
CC1N=C2c3ccccc3N=C(SCc3cc(=O)n4cc(Cl)ccc4n3)N2C1=O (stereo not drawn) | -18.2 | 1.03 | 0.76
Cn1c(=O)cc(SCC(=O)N2CCCC2)c2ccccc21 | x | -0.52 | -1.24
Cc1ccc(S(=O)(=O)N(C(=O)c2ccncc2)c2ccc(OC(=O)c3ccncc3)c3ccccc23)c(C)c1 | -1.7 | -0.39 | 0.03
CCn1c(SCC(=O)Nc2oc(-c3ccccc3)c(-c3ccccc3)c2C#N)nnc1-c1ccncc1 | 62.1 | -0.65 | -1.18
CCCC(=O)c1c(NCCO)cc(C)oc1=O | 14.3 | x | x
COc1c(C)cc(S(=O)(=O)N2CCOCC2)c(C)c1C | -20.0 | x | x
COc1cc2c(cc1OC)CN(CC(=O)NC(=O)NCc1ccco1)CC2 | x | -0.47 | -0.89
Cc1cc(C(=O)CN2CC(C)OC(C)C2)c(C)n1-c1ccccc1 (stereo not drawn) | x | 0.62 | 0.47
CC(C)(C)n1c(=O)[nH]c2c(c1=O)CCC2 | x | 0.19 | -0.7
CCCCOc1cccc(-c2cc(C(=O)NNC(=S)NCC)c3ccccc3n2)c1 | -26.7 | 0.38 | -0.23
COc1ccccc1OCCC(=O)NCc1ccc2c(c1)OCO2 | 50.0 | x | x
Cc1cc(Cl)c(S(=O)(=O)N2CCCCCC2)cc1OCC(=O)NC1CCCCC1 | -31.0 | -0.57 | -0.22
c1ccc(OCc2nc(-c3ccccc3)no2)cc1 | -50.0 | -0.3 | -0.69
Cc1c(NC(=O)COc2cccc3c2OC(C)(C)C3)c(=O)n(-c2ccccc2)n1C | -40.0 | x | x
O=C(N/N=C/c1cccnc1)C1CCCCC1 | 45.5 | x | x

Full records, quoted from the list. Order of screens: Insulin prom inh	sdo1 growth	sdo1 growth Rescue 24 h
Shown for Cc1c(NC(=O)COc2cccc3c2OC(C)(C)C3)c(=O)n(-c2ccccc2)n1C : -40.0	x	x
Shown for CCCCOc1cccc(-c2cc(C(=O)NNC(=S)NCC)c3ccccc3n2)c1 : -26.7	0.38	-0.23
Shown for COc1ccccc1OCCC(=O)NCc1ccc2c(c1)OCO2 : 50.0	x	x
Shown for COc1cc2c(cc1OC)CN(CC(=O)NC(=O)NCc1ccco1)CC2 : x	-0.47	-0.89
Shown for O=C(N/N=C/c1cccnc1)C1CCCCC1 : 45.5	x	x

Further entries follow.
SMILES | Insulin prom inh | sdo1 growth | sdo1 growth Rescue 24 h
COc1ccc(C2=NOC(C(=O)Nc3c(C)n(C)n(-c4ccccc4)c3=O)C2)cc1 (stereo not drawn) | x | 0.07 | -0.66
COc1ccc(NC(=O)CCN2CCN(S(=O)(=O)c3ccc(Cl)cc3)CC2)cc1 | -3.2 | -0.26 | -0.32
COc1nc(-c2ccccc2)cc(-c2ccccc2)n1 | -35.7 | -1.7 | -1.58
COc1ccc(C)cc1NC(=O)COC(=O)Cc1ccc(-c2ccccc2)cc1 | x | -1.01 | -0.84
CCCC(=O)N=C1SC2CS(=O)(=O)CC2N1c1ccc(C(C)=O)cc1 (stereo not drawn) | 29.0 | 0.75 | 0.17
O=C(c1ccccc1C(F)(F)F)N1CCN(S(=O)(=O)c2ccccc2)CC1 | 15.2 | 0.21 | 0.66
CCCOC(=O)CSc1nnc(-c2ccccc2Cl)o1 | x | -0.32 | -0.16
c1ccc(CCc2nn3c(Cc4ccccc4)nnc3s2)cc1 | -46.0 | -1.48 | -0.96
COc1ccc(OC)c(C(=O)CSc2nnc(-c3ccc(OC)c(OC)c3)o2)c1 | 28.9 | 0.15 | 1.77
Cc1c(NC(=S)NC(=O)c2ccc(Br)o2)c(=O)n(-c2ccccc2)n1C | 17.6 | x | x
COc1cc(Cl)c(C)cc1NC(=O)CSc1ccc(C)cc1 | 3.3 | -1.13 | -1.06
Cc1onc(-c2c(F)cccc2Cl)c1C(=O)Nc1cccc(S(=O)(=O)NCc2ccco2)c1 | -40.0 | x | x
Cc1ccccc1NC(=O)Cn1c([N+](=O)[O-])cnc1C | x | 0.88 | 0.53

Some of the entries so far, in markdown:
| mol | Insulin prom inh | sdo1 growth | sdo1 growth Rescue 24 h |
| --- | --- | --- | --- |
| CCc1c(C)c(C#N)c2nc3ccccc3n2c1-n1nc(C)cc1C | -55.6 | -0.04 | 0.21 |
| COc1cccc(C2CC(c3cccs3)=NN2S(C)(=O)=O)c1 (stereo not drawn) | -57.1 | x | x |
